Screening data: PubChem, NCI
All columns: NCI-60 one-dose screen, growth in % after 48 h at 10 µM unless noted; 100 = growth as untreated, 0 = no growth, -100 = all killed.
ACHN – ACHN renal cancer; 81,000 tested, 4.9% active
SF-539 – SF-539 CNS cancer; 81,000 tested, 6.8% active
SF-268 – SF-268 CNS cancer cells. 82,000 tested, 3.1% active
A498 – A498 renal cancer cells; AID 1794774; 76,000 tested, 5.4% active
RXF 393 – RXF 393 renal cancer cells; 77,000 tested, 6.9% active; AID 1794773
CAKI-1 – CAKI-1 renal cancer; 75,000 tested, 4.7% active
SNB-75 – SNB-75 CNS cancer; AID 1794750; 79,000 tested, 5% active
SNB-19 – SNB-19 CNS cancer cells; 81,000 tested, 2.5% active; AID 1794751
Active calls of the source: *; · = not tested or not shown; & = joins results of further samples; [ ] = remark or other dose. How the source made its calls: active means growth percent below 10; inactive means the rest.

SMILES | ACHN | SF-539 | SF-268 | A498 | RXF 393 | CAKI-1 | SNB-75 | SNB-19
NNC(=O)Cc1c[nH]c2ccccc12 | 101 | 95 | 91 | 89 | 102 | 96 | 83 | 96
CNCCOCc1ccccc1 | 106 | 105 | 106 | 89 | 110 | 95 | 97 | 106
COc1cc(/C=C/C(=O)c2ccc(NC(=O)CN3C(=O)NC(C)(c4ccccc4)C3=O)cc2)cc(OC)c1OC (centres undefined) | 56 | -50* | 23 | 132 | · | 75 | 84 | 43
CCOC(=O)CSc1nc2sc3c(c2c(=O)n1-c1ccccc1)CCCCC3 | 102 | 101 | 104 | 105 | 119 | 102 | 112 | 89
OC(C#Cc1ccccc1)(C#Cc1ccccc1)/C=C/c1ccccc1 | 79 | 95 | 70 | 60 | 76 | 57 | 84 | 94
Cc1ccc(-c2nc(/C=C3/C(=O)Nc4ccc(F)cc43)c3ccccn23)cc1 | -3.6* | 82 | 76 | 98 | 63 | 60 | 92 | 95
COC1=CC(c2ccc[nH]2)=N/C1=C\c1[nH]c(C)c(C)c1CCC(=O)OCc1ccccc1 | -39* | -52* | 5.9* | -20* | -35* | -23* | -3.0* | 21
CCOC(=O)C1=C(C(=O)OCC)N(c2ccc(F)cc2)C(N)=C(C#N)C1c1cc(=O)[nH]c2ccccc12 (centres undefined) | 92 | 98 | 95 | 99 | 91 | 84 | 85 | 98
CC(=O)n1nc(C(=O)OCc2ccccc2)c2ccccc21 | 100 | 101 | 95 | 99 | 106 | 80 | 84 | 103
Oc1ccc2ccccc2c1C(N=Cc1ccccc1)c1ccccc1 (centres undefined) | 96 | 92 | 96 | 91 | 110 | 107 | 90 | 94
CC(=O)O[C@H]1C[C@@]2(C)[C@@H](C[C@@H](O)[C@H]3[C@@]4(C)CC[C@H](NC(=O)c5cnccn5)[C@@H](C)[C@@H]4CC[C@@]32C)/C1=C(\CCC=C(C)C)C(=O)O | 106 | 101 | 108 | 114 | 122 | 103 | 96 | 100
CC(Br)C(=O)c1cccc2ccccc12 (centres undefined) | 105 | 100 | 98 | 72 | 108 | 98 | 90 | 97
Nc1nc(-c2cc(C(c3ccccc3)c3ccccc3)nc(N)n2)cc(C(c2ccccc2)c2ccccc2)n1 | 98 | 101 | 100 | 98 | 100 | 91 | 100 | ·
CCN(CC)C(=S)SCCC(N)=O | 109 | 103 | 101 | 104 | 107 | 106 | 108 | 102
COc1ccccc1/C=C1\COc2ccc(O)c(O)c2C1=O | 1.5* | -24* | 32 | 109 | 37 | 32 | 12 | 44
Cc1cc(Nc2ccc(C)c(Cl)c2)n2nc(C(F)(F)F)nc2n1 | -2.5* | 33 | 39 | 92 | -9.5* | -36* | -31* | 37
C[C@]1(CO)O[C@@H](n2cc(F)c(N)nc2=O)C[C@@H]1O | 24 | 47 | 38 | · | · | 46 | 86 | 68
O=C(NCCCNc1nccc(-c2c(-c3cccc(F)c3)nc3sccn23)n1)c1c(F)cccc1F | 37 | 75 | 69 | 59 | 44 | 51 | 37 | 95
[O-][n+]1ccccc1C(O)CSc1ccccc1 (centres undefined) | 104 | 106 | 113 | 111 | 122 | 96 | 87 | 106
COc1cccc(Nc2nc(N)c3ccccc3n2)c1 | 70 | 71 | 80 | 78 | 79 | 64 | 83 | 91
N#C/C(=C\c1ccc(-c2cc(Cl)ccc2Cl)o1)c1ccccc1 | 86 | 94 | 95 | 79 | 87 | 68 | 58 | 96
Cc1cccc(C)c1C(=O)c1ccccc1Cc1ccc2ccccc2c1 | 88 | 102 | 111 | 96 | 98 | 85 | 83 | 89
CC(=O)Oc1ccc(C2OC(c3ccc4ccccc4c3OC(C)=O)=NN2C(C)=O)cc1 (centres undefined) | 94 | 94 | 91 | 96 | 90 | 87 | · | 104
COc1ccc(C(=O)/C=C/c2ccc(OCc3ccc(F)cc3)c(OC)c2)cc1OC | 28 | -39* | 24 | 95 | 19 | 33 | -15* | 15
O=C1C(=O)N(Cc2ccc(-c3ccccc3)cc2)c2ccc(OC(F)(F)F)cc21 | 42 | -8.6* | 50 | 85 | 77 | 32 | 39 | 43
C#CCOc1ccc2ncnc(N3CCN(C(=O)C=C)CC3)c2c1 | 68[8.25 µM] | 91[8.25 µM] | 73[8.25 µM] | 55[8.25 µM] | 75[8.25 µM] | 90[8.25 µM] | 117[8.25 µM] | 91[8.25 µM]
COc1ccc(Oc2nc(Nc3ccc(N4CCOCC4)cc3)ncc2NC(N)=O)cc1 | 92 | 103 | 110 | 93 | 106 | 98 | 91 | 96
C/C(=N\Nc1ncc(-c2ccc(Br)cc2)s1)c1cc2ccccc2o1 | 73 | 98 | 109 | 123 | 109 | 93 | 110 | 96
CC(O)(C(=O)c1ccccc1)c1ccccc1 (centres undefined) | 109&102 | 102&103 | 99&111 | 110&107 | 117&112 | 83&75 | 92&78 | 97&95
C=C(C)[C@@H]1CC=C2c3sc(-c4cccc(O)c4)nc3C[C@@H](C)[C@]2(C)C1 | 101 | 99 | 115 | 113 | 124 | 105 | 100 | 104
COc1ccccc1N1C(=N)S/C(=C\c2ccc(OCc3ccccc3F)cc2)C1=O | 70 | 106 | 82 | 82 | 66 | 82 | 76 | 91
Cc1nn(-c2ccccc2)c(N2CCOCC2)c1/C=C/C(=O)c1ccc(Cl)cc1 | 84 | 94 | 85 | 74 | 85 | · | 76 | 80
COc1ccc2cc(C#Cc3ccc(-n4c(/C=C/c5ccnc6ccccc56)nc5ccccc5c4=O)c(C)c3)ccc2c1 | 92 | 99 | 107 | 107 | 120 | 77 | 97 | 106
Cc1ccc(Nc2nc(N)[nH]c(=O)c2N=O)cc1C | 106 | 101 | 40 | 114 | 114 | 79 | · | 97
O=C(/C=C/c1ccc(Cl)cc1)Nc1ncc(Cc2ccc(Br)cc2)s1 | 63 | 86 | 71 | · | 77 | 45 | 99 | 96
CC(C)c1ccc([N+](=O)[O-])cc1 | 106 | 110 | 97 | 90 | 110 | 93 | · | 106
Nc1cccc2ccc(Cl)nc12 | 98 | 95 | 100 | 102 | 136 | 94 | 89 | 103
Cn1cc(-c2nc3c(F)cc4[nH]ncc4c3c3c2CCCC3)c(C(F)(F)F)n1 | 28 | 28 | 48 | -15* | 23 | 19 | 23 | 75
Nc1ncnc(Nc2ccc(S(=O)(=O)O)cc2)n1 | 97 | 91 | 106 | 98 | 97 | 94 | 89 | 104
Cc1ccc(NC(=O)Nc2ccc(C)cc2)cc1 | 116 | 107 | 105 | 84 | 113 | 101 | 107 | 113
C#Cc1ccc(-n2c(/C=C/c3c[nH]c4ccc(OC)cc34)nc3ncccc3c2=O)cc1 | 100 | 104 | 98 | 91 | 100 | 106 | 74 | 102
CC(C)c1ccc(CNc2sc3c(c2C#N)CCC(=O)C3)cc1 | 96 | 98 | 85 | 103 | 108 | 85 | 74 | 96
O=C(Nc1nc2ccc(O)cc2s1)c1cccc(C(F)(F)F)c1 | 53 | 73 | 59 | 79 | 103 | 53 | 118 | 95
CCOC(=O)C(C#N)C1CC2CCC1C2 (centres undefined) | 108 | 104 | 100 | 111 | 120 | 109 | 99 | 112
c1ccc2c(OCc3nc4ccccc4[nH]3)cccc2c1 | 96 | 91 | 92 | 62 | 85 | 86 | 96 | 80
O=c1c2cccc3c(NCCO)ccc(c32)c2nc3ccccc3n12 | 95 | 99 | 102 | 67 | 106 | 90 | 82 | 96
NC(=O)c1c(NC(=O)c2cccc(C(F)(F)F)c2)sc2cc(O)ccc12 | 86 | 98 | 97 | 93 | 114 | 98 | 83 | 100
COc1cc2c(cc1NC(=O)C(Cl)Cl)-c1ccc(NC(=O)C(Cl)Cl)cc1C2 | -43* | -15* | -31* | 10 | -59* | -35* | -30* | 3.3*

Overlap with the part before: six compounds; new compounds follow.
SMILES | ACHN | SF-539 | SF-268 | A498 | RXF 393 | CAKI-1 | SNB-75 | SNB-19
O=C(Nc1nc2ccc(O)cc2s1)c1cccc(C(F)(F)F)c1 | 53 | 73 | 59 | 79 | 103 | 53 | 118 | 95
CCOC(=O)C(C#N)C1CC2CCC1C2 (centres undefined) | 108 | 104 | 100 | 111 | 120 | 109 | 99 | 112
c1ccc2c(OCc3nc4ccccc4[nH]3)cccc2c1 | 96 | 91 | 92 | 62 | 85 | 86 | 96 | 80
O=c1c2cccc3c(NCCO)ccc(c32)c2nc3ccccc3n12 | 95 | 99 | 102 | 67 | 106 | 90 | 82 | 96
NC(=O)c1c(NC(=O)c2cccc(C(F)(F)F)c2)sc2cc(O)ccc12 | 86 | 98 | 97 | 93 | 114 | 98 | 83 | 100
COc1cc2c(cc1NC(=O)C(Cl)Cl)-c1ccc(NC(=O)C(Cl)Cl)cc1C2 | -43* | -15* | -31* | 10 | -59* | -35* | -30* | 3.3*
CCCN(CCC)CC(O)c1cc2c(c3ccccc13)CCCC2 (centres undefined) | 88 | 90 | 93 | · | 62 | 92 | 81 | 88
Cc1ccc([N+]2=NOC(=O)C2S(=O)(=O)Nc2ccc(-n3c(-c4ccc(Cl)cc4)nc4ccccc4c3=O)cc2)cc1 (centres undefined) | 85 | 93 | 89 | 60 | · | 89 | 91 | 100
CSc1ccc(-c2csc(-c3cc(Cl)cc(Cl)c3Cl)n2)cc1 | 85 | 100 | 90 | 114 | · | 85 | 99 | 108
COc1cccc(C(=O)NNc2nc(N3CCOCC3)nc(N3CCN(C(c4ccccc4)c4ccccc4)CC3)n2)c1 | 76 | 94 | 71 | 51 | 69 | 45 | 71 | 86
NC(=O)/C=C/c1ccco1 | 103 | 88 | 100 | 125 | 110 | · | 106 | 97
CCC1(C)NC(=O)NC1=O (centres undefined) | 113 | 99 | 102 | 97 | 121 | 100 | 102 | 105
Cc1ccc(Nc2ccc(O)c3c2C(=O)c2ccccc2C3=O)cc1 | 95 | 98 | 99 | 92 | 125 | 107 | 95 | 109
Nc1ncnc2c1N=C(c1ccccc1)CC(c1cccc(Nc3ccnc4cc(Cl)ccc34)c1)N2 (centres undefined) | 102 | 102 | 85 | 92 | 92 | 89 | 85 | 92
CCNc1ccccc1 | 105 | 111 | 104 | 115 | 116 | · | 78 | 113
Cc1cc2n(n1)-c1ncccc1Oc1ccc(Cl)cc1-2 | 92 | 96 | 92 | 80 | 100 | 85 | 83 | 99
CNC(=O)c1ccc(S(=O)(=O)Nc2ccc(NC(=O)CCCC(=O)O)cc2)cc1 | 103 | 99 | 105 | 95 | 120 | 99 | 98 | 103
COc1ccc(-c2nc3c(nc(C)c4ccc(-c5ccccc5)nc43)o2)cc1 | 102 | 97 | 91 | 78 | 102 | 95 | 94 | 112

4 entries from above, with tabs:
SMILES	ACHN	SF-539	SF-268	A498	RXF 393	CAKI-1	SNB-75	SNB-19
CCC1(C)NC(=O)NC1=O (centres undefined)	113	99	102	97	121	100	102	105
Cc1ccc(Nc2ccc(O)c3c2C(=O)c2ccccc2C3=O)cc1	95	98	99	92	125	107	95	109
Nc1ncnc2c1N=C(c1ccccc1)CC(c1cccc(Nc3ccnc4cc(Cl)ccc34)c1)N2 (centres undefined)	102	102	85	92	92	89	85	92
CCNc1ccccc1	105	111	104	115	116	·	78	113

(further entries)
SMILES | ACHN | SF-539 | SF-268 | A498 | RXF 393 | CAKI-1 | SNB-75 | SNB-19
CC(=O)Nc1cccc(C(=O)NC(=S)Nc2ccc(C(=O)O)cc2)c1 | 106[100 µM] | 108[100 µM] | 109[100 µM] | 121[100 µM] | 107[100 µM] | 94[100 µM] | 91[100 µM] | 104[100 µM]
Cc1ccc(C(=O)NNC(=O)CSc2nc3ccccc3c(=O)[nH]2)cc1 | 107 | 99 | 101 | 95 | · | 96 | 83 | 93
O=CNCCc1ccccc1 | 98 | 115 | 110 | 111 | 111 | 94 | 83 | 98
CC1(C)C(=O)C(C)(C)C1=O | 108 | 101 | 106 | 113 | 121 | 110 | 98 | 114
O=c1cc(C2NCCc3c2[nH]c2ccccc32)c2ccc(O)cc2o1 (centres undefined) | 92 | 95 | 96 | 117 | 112 | 89 | 94 | 101
O=C1C(SCc2ccccc2)=C(Cl)CN1c1ccccc1 | 95 | 95 | 105 | 94 | 105 | 81 | 92 | 96
COC1OC(CO)C(OC)C(O)C1NC(O)COCCOC(O)CNC(=S)N=Nc1c(O)[nH]c2ccc(F)cc12 (centres undefined) | 96 | 106 | 101 | · | 114 | 90 | 93 | 101
CC(C)=CCC/C(C)=C/CSc1nnc(-c2c(C)nc3ccc(Br)cn23)o1 | 100 | 95 | 104 | 80 | 104 | 92 | 108 | 99
CC(C)OC(=O)[C@]12CCC(C)(C)C[C@H]1C1=CC[C@@H]3[C@@]4(C)CCC(=O)C(C)(C)[C@@H]4CC[C@@]3(C)[C@]1(C)CC2 | 100 | 95 | 98 | 93 | 98 | 53 | 80 | 90
Cc1ccc(C)c(NC(c2ccc(OC(F)F)c(OCC3CC3)c2)c2nnnn2C2CCCCC2)c1 (centres undefined) | 97 | 107 | 85 | 105 | 88 | 66 | 92 | 93
CCCCCCCCCCCCCCCC[n+]1cccc(C#N)c1 | 39 | 26 | 53 | 87 | 17 | 73 | 75 | 26
O=[N+]([O-])c1ccc(Oc2cccnc2)c([N+](=O)[O-])c1 | 72 | 76 | 97 | 89 | 64 | -9.2* | 88 | 106
NC1=NC(c2ccccc2OCc2ccccc2)n2c(nc3ccccc32)N1 (centres undefined) | 97 | 101 | 92 | 114 | 122 | 101 | 70 | 107
COP(=O)(OC)C(c1ccccc1)(c1ccccc1)c1ccccc1 | 107 | 96 | 120 | 93 | 37 | 83 | 108 | 100
Cc1cc2c(-c3nc4ccccn4c3N)c(O)c(O)cc2c(O)c1-c1c(C)cc2c(-c3nc4ccccn4c3N)c(O)c(O)cc2c1O | 17 | 15 | 20 | 2.8* | 25 | · | 18 | 13
CC(=O)Nc1c(Cl)cc(N)cc1Cl | 106 | 103 | 111 | 100 | 103 | 91 | 99 | 105
COc1ccc(C(=O)/C=C/c2ccc3c(c2)OC(F)(F)O3)cc1S(N)(=O)=O | 103 | 102 | 104 | 145 | 116 | 92 | 113 | 93
